GlmU inhibition = inhibition of mycobacterial GlmU enzyme – biochemical, glucosamine-1-phosphate acetyltransferase (AID 1376). M. tuberculosis GlmU acetyltransferase enzyme assay; higher % means a stronger effect. hit rate 0.25% among 220,000. Bifunctional protein GlmU (Mycobacterium tuberculosis (strain ATCC 25618 / H37Rv)). inhibition, %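 (tested at 30 µM in the primary screen)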; hits with a dose series show IC50 in µM; in the data active = inhibition above about 13%;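 also: 0% = complete reaction with vehicle and 100% = reaction without substrate; strong numbers were not always called active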
Mtb RmlCD inh = M. tuberculosis RmlC/RmlD coupled enzyme inhibitors, primary screen, biochemical, compound mixtures, 384-well, from 1536-well plates. hit rate 0.03% among 160,000. inhibition, % at 3.6 µM. RmlC+RmlD coupled enzyme assay, percent inhibition; primary screen in compound mixtures. dTDP-4-dehydrorhamnose reductase (Mycobacterium tuberculosis (strain ATCC 25618 / H37Rv)) …; in the data active = inhibition mostly above about 34%, no sharp cut-off; also: some results filed as inactive read as strong as hits
Target sequence (P9WH09 whole entry, looked up): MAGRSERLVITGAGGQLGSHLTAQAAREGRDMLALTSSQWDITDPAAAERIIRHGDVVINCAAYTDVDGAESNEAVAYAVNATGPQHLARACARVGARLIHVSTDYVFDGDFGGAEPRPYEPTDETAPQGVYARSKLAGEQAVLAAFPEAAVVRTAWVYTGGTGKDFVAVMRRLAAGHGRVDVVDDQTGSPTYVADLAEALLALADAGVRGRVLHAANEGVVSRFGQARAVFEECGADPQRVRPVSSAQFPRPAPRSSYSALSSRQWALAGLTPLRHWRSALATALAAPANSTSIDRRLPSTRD
Target sequence (P9WH11 whole entry, looked up): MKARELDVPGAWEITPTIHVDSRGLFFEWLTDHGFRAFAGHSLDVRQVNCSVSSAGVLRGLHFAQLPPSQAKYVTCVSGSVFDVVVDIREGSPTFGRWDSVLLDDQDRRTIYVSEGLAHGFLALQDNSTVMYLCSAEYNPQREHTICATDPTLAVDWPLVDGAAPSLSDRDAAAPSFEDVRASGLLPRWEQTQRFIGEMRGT
Starred values were filed as active, the others as inactive; . = not tested or not shown. Only part of the results is shown; the hit share may differ from the screen's.

SMILES | GlmU inhibition | Mtb RmlCD inh
CCOC(=O)N1CCN(C(=O)c2cn(CC)c3ccc(S(=O)(=O)N4CCCC4)cc3c2=O)CC1 | -0.8% | 6.3
COc1cccc(-c2cc(C(F)(F)F)nc(N3CCN(c4ccccc4)CC3)n2)c1 | 0.2% | 9.7
COc1cc(NC(=O)CN2C(=O)NC(C)(CC(C)C)C2=O)cc(OC)c1 (configuration not stated) | -1.8% | .
CCCCOC(=O)c1cccc(NC(=O)CC)c1 | -1.4% | .
COc1ccc(/C(N)=N/OC(=O)C2CCC(=O)N2S(=O)(=O)c2ccc(C)cc2)cc1OC (configuration not stated) | 6.3% | -7.9
Cc1c(NC(=O)c2noc3c2CCc2ccccc2-3)c(=O)n(-c2ccccc2)n1C | -2.9% | .
Cc1cccc(N(NC(=O)C(C)(C)O)C(=O)c2ccccc2)c1 | 1.7% | -3.9
COc1ccc(C(CC(=O)c2ccc(C)cc2)Nc2ccc([N+](=O)[O-])cc2)cc1 (configuration not stated) | 2.4% | -11.3
CCCn1c(SCC(=O)Nc2cccc(C)n2)nc2c1c(=O)n(C)c(=O)n2C | 6.3% | 39.2
CCOc1ccc(NC(=O)CN(C2CCCCC2)S(C)(=O)=O)cc1 | -2.5% | 8.0
Cc1cc2c3c(c1C)C1(C(=O)N3C(C)(C)CC2C)C(C#N)=C(N)OC2=C1C(=O)CC(C)(C)C2 (configuration not stated) | 3.7% | -7.0
O=C(Oc1coc(CSc2ncccn2)cc1=O)c1cccs1 | 0.5% | -10.9
Cc1ccc(C(=O)Nc2cccc(C(F)(F)F)c2)cc1NC(=O)c1nccn1C | 2.0% | .
CC(C)Oc1cccc(C(=O)NC(=S)Nc2cccc(NC(=O)c3ccccc3Cl)c2)c1 | 1.3% | .
Cc1cccc(N2CCN(Cc3nc(-c4cccc(Cl)c4)oc3C)CC2)n1 | -6.7% | 7.7
COc1ccc(-c2nn(-c3ccccc3)cc2C(=O)N/N=C/c2ccc([N+](=O)[O-])o2)cc1 | -0.5% | -11.8
COC(=O)CNC(=O)c1cn(CCC#N)nc1-c1ccc(F)cc1 | -1.1% | -2.1
Cc1c(-c2ccco2)[n+](=O)c2c(n1[O-])CCCCC2 | 4.0% | .
Nc1ccccc1S(=O)(=O)NC1=NCCCCC1 | 3.1% | 3.6
O=C(O)c1ccc(NS(=O)(=O)c2ccc3c(c2)C(=O)c2ccccc2C3=O)cc1 | -1.4% | -2.9
COc1ccc(S(=O)(=O)NCc2ccc3c(c2)OCO3)cc1C | -1.7% | 4.2
CCOC(=O)NC(=O)COC(=O)Cc1cc(OC)c(OC)c(OC)c1 | -5.2% | .
CN1CCN(C(=S)NC(=O)/C=C/c2cccc3ccccc23)CC1 | -0.1% | 5.4
O=C(c1ccncc1)N1C2C=CC(C2)C1(C(F)(F)F)C(F)(F)F (configuration not stated) | 1.9% | -0.4
S=c1[nH]nc(-c2ccc(Br)cc2)n1-c1ccc2c(c1)OCCO2 | -5.4% | 8.5
(list continues)
SMILES | GlmU inhibition | Mtb RmlCD inh
CCCn1cc2c3c(cccc31)C1CC(C)CN(C)C1C2 (configuration not stated) | 0.3% | 8.2
Cc1cc(S(=O)(=O)NCc2cccnc2)ccc1-n1cnnn1 | 2.9% | 11.1
CCOC(=O)Cc1c(C)nc2cc(C)nn2c1C | 1.6% | .
Cc1cccc(C(=O)Nc2nnc(-c3ccc(C(C)(C)C)cc3)s2)c1 | -2.3% | 1.9
C=CCn1c(SCC(=O)Nc2c(C)n(C)n(-c3ccccc3)c2=O)nc2sc(C)c(C)c2c1=O | -0.3% | .
Cc1ccc(/C=C/C(=O)O)cc1S(=O)(=O)N1CCCCC1 | -1.4% | .
CCOCCCNCc1ccc(OC)c(OC)c1 | -0.7% | -5.3
C=CCN1CC(c2nc3ccccc3n2Cc2cccc3ccccc23)CC1=O (configuration not stated) | -4.6% | 1.0
O=C(CCNS(=O)(=O)c1ccc(Br)s1)N1CCN(c2ccccc2)CC1 | 5.5% | -2.9
COCCCN=C1NN=C(c2cc(C)n(-c3ccccc3F)c2C)CS1 | -8.1% | .
O=C(CN1CCN(C(=O)c2ccco2)CC1)Nc1c2c(nc3c1CCC3)CCCC2 | -4.2% | -36.7
COc1ccc(C(=O)C2CCCN(Cc3cccn3-c3ccc(Cl)cn3)C2)c(OC)c1 (configuration not stated) | 6.3% | -2.3
Cc1occc1C(=O)n1cnc2ccccc21 | -2.9% | 5.0
Cc1oc(-c2cccc(Cl)c2)nc1CN1CCCC(C(=O)NC(C)c2ccc3c(c2)OCCO3)C1 (configuration not stated) | . | -7.2
COc1ccc(CCNC(=O)CC2SC(=NCCc3ccccc3)NC2=O)cc1 (configuration not stated) | -2.4% | -4.2
O=S1(=O)CCN2C(c3ccco3)=CSC2=N1 | 0.2% | .
O=C(C1CCN(c2nnc(-n3cccc3)s2)CC1)N1CCN(Cc2ccc3c(c2)OCO3)CC1 | 0.1% | 5.2
COc1ccccc1OCCNC(=O)Nc1cc(F)c(F)cc1Cl | -0.5% | 10.1
CN1CCC2(CC1)N=C(c1ccc(F)cc1)C(=S)N2C(=O)c1ccccc1 | -1.1% | -4.9
O=C(C1CC1)N1CCc2cc(Br)cc(S(=O)(=O)NC3CCCCC3)c21 | -0.3% | .
Nc1c(Cl)ncnc1N/N=C/c1cccnc1 | 3.0% | -5.6
CC1(c2ccccc2)NC(=O)N(CC(=O)Nc2ccc([N+](=O)[O-])cc2)C1=O (configuration not stated) | 0.0% | .
COc1ccc(NC(=O)CSc2ccc(C)cc2)cc1 | 3.9% | .
CC(=O)c1c(N2CCN(CCO)CC2)nc(=S)n(-c2ccccc2)c1C | -2.6% | -9.8
Cc1ccc(-n2cc(CN(C)Cc3ncc[nH]3)c(-c3cccc(C)c3)n2)cc1 | 5.2% | 4.4
The listing continues.
SMILES | GlmU inhibition | Mtb RmlCD inh
c1ccc(-c2noc(-c3ccc4c(c3)OCO4)n2)nc1 | -0.7% | -1.1
CCC(=O)OC1(C)C(=O)C=C2C=C(c3ccc(C#N)cc3)OC=C2C1=O (configuration not stated) | 5.1% | .
CC(C)C(NC(=O)C1CCCCC1)C(=O)Nc1ccncc1 (configuration not stated) | -0.1% | -5.5
CC(NC(=O)CSc1nc2ccccc2c(=O)n1CCCO)c1ccccc1 (configuration not stated) | -1.3% | 8.7
Cc1n[nH]c(=O)c2ccccc12 | 2.0% | -8.7
NNc1nnc(-c2ccccc2)c(-c2ccccc2)n1 | 0.6% | 9.8
CSc1cccc(NC(=S)N2CCC(N(C)C3CCCCC3C)CC2)c1 (configuration not stated) | -6.7% | -10.9
CCc1ccc(OCc2n[nH]c(=S)n2C(C)CCCC(C)C)cc1 (configuration not stated) | 1.5% | 5.1
COc1cc(/C=C/C(=O)NCc2cccnc2)cc(OC)c1OC | 0.9% | -9.6
NCCCCCc1nnc(SCC(=O)c2ccc(Cl)cc2)o1 | -3.1% | -8.3
COc1cc(C(=O)Nc2ccc3c(c2)OCCO3)ccc1OC(C)C | 2.4% | -11.5
COc1ccccc1C(=O)NNC(=O)c1ccccc1F | 2.3% | .
COc1cccc(NC(=O)c2cc([N+](=O)[O-])ccc2NCc2cccnc2)c1 | 2.3% | .
O=C(NS(=O)(=O)c1ccccc1)c1ccccc1O | -1.2% | -8.3
CCOC(=O)N1CCC(NC(=O)c2cc(S(=O)(=O)N(CC)CC)ccc2F)CC1 | -6.2% | -4.7
CSc1ncccc1C(=O)OCC(=O)N(CC(C)C)C1CCS(=O)(=O)C1 (configuration not stated) | -4.8% | -14.1
CC(=O)Nc1ccc(NC(=O)Nc2ccc3c(c2)N(C)C(=O)CS3)cc1 | 0.2% | 8.8
CCCNC(=O)c1ccc2snnc2c1 | 1.5% | .
O=C(Nn1cnnc1)c1cc([N+](=O)[O-])cc([N+](=O)[O-])c1 | 4.5% | -5.2
O=C1/C(=C/c2ccc(O)cc2)SC(=S)N1CC1CCCO1 (configuration not stated) | -5.7% | 2.7
Cc1cccc(OCCOCCN2CCNCC2)c1C | 0.1% | -10.2
CCOC(=O)c1c(C)[nH]c(C2=NNC(=Nc3ccccc3)SC2)c1C | -0.9% | -7.6
C=CCSC1=C(C#N)C(c2cccc(OC)c2)CC(=O)N1 (configuration not stated) | -1.2% | -2.9
OC1(c2cccs2)CN(c2ccccc2)C2=[N+]1CCCC2 (configuration not stated) | -0.3% | -14.1
CCn1cc(C(=O)NCc2ccc3c(c2)OCO3)c(=O)c2cc(F)c(N3CCN(C(=O)c4ccco4)CC3)cc21 | -3.7% | -4.7
Later entries.
SMILES | GlmU inhibition | Mtb RmlCD inh
N/C(=N\OC(=O)COc1ccc(Br)cc1Cl)c1cccnc1 | 3.3% | 9.6
CC(C(=O)c1c[nH]c(C(=O)N=CN(C)C)c1)c1ncc(C(F)(F)F)cc1Cl (configuration not stated) | -1.5% | -14.0
CCCNC(=O)NS(=O)(=O)c1ccc(Cl)cc1 | -0.7% | .
CC1CCCC(C)N1C(=O)COC(=O)c1cc(Br)ccc1Cl (configuration not stated) | -5.4% | -11.9
CCCn1c(SCC(=O)Nc2ccc3c(c2)OCO3)nc2c1c(=O)n(C)c(=O)n2C | -0.7% | -6.0
CSc1nc2ncc(C(=O)O)c(N)n2n1 | -1.7% | -6.9
COc1ccc(C)cc1N(CC(=O)N1CCc2ccccc2C1)S(C)(=O)=O | 5.5% | 9.2
COc1ccc(OC)c(-n2c(O)c(C=Nc3c(C)n(C)n(-c4ccccc4)c3=O)c(=O)[nH]c2=S)c1 | 1.2% | 78.7
COc1cccc(C(=O)N2CCN(S(=O)(=O)Cc3ccccc3)CC2)c1OC | -1.1% | .
COc1ccc(OC)c(-n2c(O)c(C=NCc3ccc4c(c3)OCO4)c(=O)[nH]c2=O)c1 | -5.2% | .
O=C(Nc1ccc(S(=O)(=O)N2CCOCC2)cc1)c1ccc(Br)o1 | 6.8% | .
CNC(=O)C(=O)N/N=C/c1cccnc1 | 1.1% | -11.5
Cn1c(O)c(/C=C2\C=Nc3ccccc32)sc1=Nc1ccc(C(=O)O)cc1 | -1.5% | -16.2
Cc1cc(NC(=O)CCCC(=O)N(CC(=O)NCCc2ccccc2)Cc2ccc(F)cc2)no1 | 1.3% | .
COc1ccc(Cc2n[nH]c(=S)n2N)cc1OC | 3.5% | 4.3
O=C(NCCc1ccccc1)c1cnc2ccccn2c1=O | 1.5% | .
COc1ccc(CCn2cnc(=O)c(C#N)c2C)cc1OC | -1.5% | 7.5
COc1ccc(/C=N/NC(=O)c2cccc(COCC(F)(F)C(F)F)c2)cc1 | 2.6% | .
CCOC(=S)SCC(=O)N1CCc2ccccc2C1C1C(=O)CC(C)(C)CC1=O (configuration not stated) | 4.1% | 6.7
CCC(=O)Nc1nnc(SCCN2CCOCC2)s1 | 0.1% | -12.2
COc1cc(C)c(-c2[nH]ncc2-c2csc(C)n2)c(O)c1 | -0.6% | .
CC1CCCCC1NC(=O)C1CC=CCC1C(=O)O (configuration not stated) | 3.1% | -1.2
CCOC(=O)Cc1csc(NC(=O)C2C3C=CC(C3)C2C(=O)O)n1 (configuration not stated) | 1.0% | .
CCN(C(=O)CSc1n[nH]c(-c2cccs2)n1)C1CCS(=O)(=O)C1 (configuration not stated) | -6.2% | -9.6
O=C(NC1CCCCC1)c1cccc(Cn2cc(Cl)cn2)c1 | 0.9% | .
Later entries
SMILES | GlmU inhibition | Mtb RmlCD inh
CCn1c(C)nc2cc(C(=O)NNC(=S)Nc3ccc(C)cc3)ccc21 | -1.7% | .
CCOc1ccc(-c2nc(CSCC(=O)NCc3ccco3)c(C)o2)cc1 | 0.2% | .
CC1CC(C)CN(CCOCCSc2ccc(Cl)cc2)C1 (configuration not stated) | -6.6% | -5.8
COc1ccc2c(c1)C(C)=CC(C)(C)N2C(=O)Nc1ccccc1 | -4.4% | .
O=C(Nc1cccc(F)c1)NC1(C(=O)N2CCN3CCCC3C2)CCCCC1 (configuration not stated) | -1.6% | .
O=C(Oc1ccc(-c2nnco2)cc1)N1CCCCC1 | 5.6% | -5.2
COc1ccc(C2/C(=C(/O)c3ccccc3)C(=O)C(=O)N2CO)cc1 (configuration not stated) | -7.1% | .
CCCn1cc(NC(=O)c2cc(-c3ccccc3)on2)cn1 | -0.4% | .
Cc1nn2cc(-c3ccc(Cl)cc3)cnc2c1Cl | -2.4% | 3.3
O=S(=O)(c1cc(Cl)ccc1Cl)N1CCNCC1 | -0.8% | -17.0
C/C(=N\NC(=O)c1ccc2c(c1)OCO2)c1ccc(O)cc1 | -1.1% | -8.2
CC(=O)Oc1ccc(-c2cccc(C(=O)NCCCO)c2)cc1 | 7.7% | -11.8

Three compounds already listed, ordered by SMILES length, low to high:
SMILES | GlmU inhibition | Mtb RmlCD inh
Cc1nn2cc(-c3ccc(Cl)cc3)cnc2c1Cl | -2.4% | 3.3
CCCn1cc(NC(=O)c2cc(-c3ccccc3)on2)cn1 | -0.4% | .
CCn1c(C)nc2cc(C(=O)NNC(=S)Nc3ccc(C)cc3)ccc21 | -1.7% | .

Reformatted with values under each structure: 2 of the compounds above.
Second line of a record – GlmU inhibition	Mtb RmlCD inh
> CCOc1ccc(-c2nc(CSCC(=O)NCc3ccco3)c(C)o2)cc1
 : 0.2%	.
> CC1CC(C)CN(CCOCCSc2ccc(Cl)cc2)C1 (configuration not stated)
 : -6.6%	-5.8

6 compounds drawn at random from the list so far:
SMILES | GlmU inhibition | Mtb RmlCD inh
COc1ccc2c(c1)C(C)=CC(C)(C)N2C(=O)Nc1ccccc1 | -4.4% | .
CCn1c(C)nc2cc(C(=O)NNC(=S)Nc3ccc(C)cc3)ccc21 | -1.7% | .
Cc1nn2cc(-c3ccc(Cl)cc3)cnc2c1Cl | -2.4% | 3.3
O=C(Oc1ccc(-c2nnco2)cc1)N1CCCCC1 | 5.6% | -5.2
O=C(Nc1cccc(F)c1)NC1(C(=O)N2CCN3CCCC3C2)CCCCC1 (configuration not stated) | -1.6% | .
C/C(=N\NC(=O)c1ccc2c(c1)OCO2)c1ccc(O)cc1 | -1.1% | -8.2

Source: PubChem BioAssay
